Screening results from PubChem BioAssay.
HKDC1 inhibitor: inhibitors of human hexokinase HKDC1; recombinant HKDC1, G6PDH/diaphorase resazurin coupled fluorescence; inhibition, % at 20 µM; actives 0.16% (n = 340,000); AID 493160;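 active means inhibition above about 35% when tested at 20 µM, limit read from the data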;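 further: plate controls were DMSO wells with enzyme for no effect and DMSO wells lacking enzyme for full effect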
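Assay system: in-house recombinant HK5 (HKDC1) enzyme. Input: HKDC1 at 5 µg/mL. Medium: Tris pH 8.0 buffer with MgCl2, Tween-20, BSA, BME. Dosing: single 20 µM dose. Schedule: 90 min reaction incubation at room temperature, dark. Signal: resazurin-to-resorufin fluorescence via G6PDH and diaphorase coupling, 525/613 nm. Controls: DMSO-enzyme wells negative, buffer-substituted wells positive.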
Gli-Sufu antag: antagonists of Gli-Sufu signaling; actives 0.74% (n = 340,000); inhibition, % at 5 µM; AID 588413; Sufu-KO-LIGHT fibroblasts, Gli luciferase reporter luminescence;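 active means inhibition above about 55%, limit read from the data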;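 further: 0% = DMSO-treated cells and 100% = wells with medium but no cells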
SENP8 block: blocks the human protease SENP8; Q96LD8; purified SENP8, Z-RLRGG-aminoluciferin cleavage, luminescence; inhibition, % at 10 µM; actives 1.2% (n = 330,000)
Target sequence (Q96LD8 whole entry, looked up): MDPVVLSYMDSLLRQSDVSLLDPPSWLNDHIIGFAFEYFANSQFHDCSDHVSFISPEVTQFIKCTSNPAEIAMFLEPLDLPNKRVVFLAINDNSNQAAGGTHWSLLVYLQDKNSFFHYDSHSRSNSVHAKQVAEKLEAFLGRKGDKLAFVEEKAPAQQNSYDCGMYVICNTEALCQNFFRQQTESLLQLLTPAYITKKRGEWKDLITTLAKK
Apaf-1 inh: human Apaf-1 inhibition | actives 0.71% (n = 330,000) | inhibition, % at 20 µM | O14727 | reconstituted apoptosome caspase-3 activity, DEVD-Rh110 fluorescence | AID 489030; active means inhibition of at least 40% at 20 µM;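 further: plate controls were DMSO wells for no effect and DEVD-CHO caspase inhibitor wells for full effect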
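Medium: Hepes buffer, pH 7.5 / System: biochemical Apaf-1 apoptosome reconstitution / Measured by: Rh110 fluorescence, excitation 480 nm, emission 540 nm / Times: compound with Apaf-1, dATP, procaspase-3 30 min, then 50 min reaction, room temperature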
Jurkat NFkB inh: inhibitors of the PMA/ionomycin-induced NF-kB reporter in Jurkat cells. PMA/ionomycin-induced NF-kB luciferase reporter, luminescence. inhibition, % at 4 µM. actives 0.53% (n = 330,000). AID 435003
SENP7 block: inhibitors of human SENP7 protease | AID 434973 | recombinant SENP7, Z-RLRGG-aminoluciferin luminescence, 40 min | actives 1.5% (n = 330,000) | inhibition, % at 5 µM;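 active means inhibition above about 50% at the single test dose, limit read from the data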;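 further: plate controls were DMSO with enzyme for no effect and no enzyme buffer wells for full effect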
Target sequence (Q9BQF6 706-1050 limits assumed): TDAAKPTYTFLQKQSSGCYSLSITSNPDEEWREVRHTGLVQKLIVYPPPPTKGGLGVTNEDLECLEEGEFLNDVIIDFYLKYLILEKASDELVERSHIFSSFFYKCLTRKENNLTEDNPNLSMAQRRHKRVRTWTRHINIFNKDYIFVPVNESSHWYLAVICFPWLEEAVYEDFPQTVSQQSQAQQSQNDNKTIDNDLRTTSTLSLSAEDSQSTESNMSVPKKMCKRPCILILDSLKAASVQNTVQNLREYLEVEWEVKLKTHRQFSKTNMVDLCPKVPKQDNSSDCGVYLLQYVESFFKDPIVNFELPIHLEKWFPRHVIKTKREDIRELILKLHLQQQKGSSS
UBC13 polyUb: inhibitors of human UBC13 polyubiquitin chain formation; inhibition, % at 20 µM; TR-FRET; P61088; actives 0.47% (n = 330,000); AID 485273; in the data active means inhibition above about 45%, passing the limit was not always enough
Target sequence (P61088 whole entry, looked up): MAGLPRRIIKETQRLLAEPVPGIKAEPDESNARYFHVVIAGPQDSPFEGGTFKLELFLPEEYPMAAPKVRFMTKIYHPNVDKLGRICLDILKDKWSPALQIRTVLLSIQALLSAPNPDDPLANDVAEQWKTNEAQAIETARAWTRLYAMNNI
697 NFkB inh: inhibitors of the PMA/ionomycin-induced NF-kB reporter in 697 B cells; 697 B-cell NF-kB luciferase reporter, 16 h; inhibition, % at 4 µM; actives 0.33% (n = 330,000); AID 435022; in the data active means inhibition above about 35%
Active calls of the source: *. Unless noted, no stated cut-off is given here; in the data, active means inhibition above about 50%; inactive means the rest.

SMILES	HKDC1 inhibitor	Gli-Sufu antag	SENP8 block	Apaf-1 inh	Jurkat NFkB inh	SENP7 block	UBC13 polyUb	697 NFkB inh
CC1CCCCC1NC(=O)C1CCN(C(=O)c2sccc2-n2cccc2)CC1 (stereo not given)	-3	6	-6	13	2	11	-11	-2
Cc1ccccc1OCC(=O)N/N=C/c1ccco1	-3	-1	-7	4	-11	-1	8	22
O=[N+]([O-])c1cc(C(F)(F)F)cc([N+](=O)[O-])c1NCCNC(=S)Nc1cccc(F)c1	1	-12	2	9	13	-1	-11	-2
COc1ccc(-c2nc3c(n2O)CCc2c-3no[n+]2[O-])cc1	1	-5	0	3	-60	-4	-14	-62
Cc1nnc(SC(C)C(=O)NC2CCCCC2C)n1N (stereo not given)	-3	9	-14	11	-5	-25	0	8
Cc1ccc(-c2nc(CS(=O)CC(=O)NC3CCC(C)CC3)c(C)o2)cc1 (stereo not given)	-4	-11	-10	12	8	10	0	9
C=CCC1(O)CC(c2ccco2)NC(c2ccco2)C1CCC (stereo not given)	-15	6	-8	1	14	5	2	24
CSc1ccccc1OCc1cc(C(=O)NCCc2nc(C)cc(C)n2)no1	-1	6	-13	-1	-16	10	0	-34
O=C(OCC(=O)N1CCOCC1)c1ccccc1Br	-7	-46	-4	4	0	4	5	-1
COc1cc(NC(=O)Cn2c(=O)n(-c3cccc(C)c3)c(=O)c3c(C)c(C)sc32)cc(OC)c1	-6	-2	-7	3	-4	-5	-17	-39
C#CCOCCOCCOCCNc1nc(N2CCN(C(=O)[C@H](CCC(=O)O)n3cc([C@@H](N)CC(N)=O)nn3)CC2)nc(N2CCN(C(=O)[C@H](CCC(=O)O)n3cc([C@@H](N)CC(N)=O)nn3)CC2)n1	-5	-5	4	-16	3	-5	1	5
Cc1nc(NCc2ccccn2)c2c3c(sc2n1)CCCC3	18	11	2	10	8	4	6	-6
CCC1=C2CC[C@H]3C(=O)NC(=O)[C@H]3[C@H]2[C@@]2(Cc3ccccc3)C(=NCC(=O)OC)OC(=O)N2C1=O	-3	5	0	8	6	3	2	8
CCS(=O)(=O)N1CCN(Cc2ccncc2)CC1	-15	-5	-9	10	-12	-14	-1	-10
CCn1ccnc1CN(C)C(=O)c1cc(COc2ccc(OC)c3ccccc23)on1	9	8	-2	34	-19	-6	9	-13
O=C(c1cc2ncc(Br)cn2n1)N1CCCCC1	1	-15	-1	0	2	3	-10	-7
COc1ccc(COC(=O)C2CC(=O)N(Cc3ccccc3)C2)cc1 (stereo not given)	-6	-3	-3	-6	5	3	15	25
S=C(NCc1ccncc1)Nc1ccccc1	3	-6	4	-14	-7	-1	4	5
Cc1ccc(NC(=O)c2cc(S(=O)(=O)N(C)C)ccc2N2CCCC2)cc1S(=O)(=O)N(C)C	1	18	9	18	-23	-1	-4	22
CCN1C(=O)c2cccc3c(S(=O)(=O)NCc4ccccn4)ccc1c23	3	6	-7	10	-16	4	-6	8
COc1cccc(C(=O)Nc2ncc3c(n2)CC(C)CC3=O)c1 (stereo not given)	-2	-6	-13	3	-10	-6	-6	5
c1ccc2cc(CSCc3nc4ccccc4[nH]3)ccc2c1	13	3	1	7	-11	6	9	-12
N#CC1=C(SCC(=O)c2cc3ccccc3oc2=O)NC(=O)C(C#N)C12CCCC2 (stereo not given)	6	7	-6	-2	-2	6	-6	10
C#CCOCCOCCOCCNc1nc(N2CCN(C(=O)[C@H]([C@@H](C)CC)n3cc(CCCN=C(N)N)nn3)CC2)nc(N2CCN(C(=O)[C@H](C)n3cc(CCCN=C(N)N)nn3)CC2)n1	-1	-17	-14	8	3	4	9	8
CCOc1ccc(S(=O)(=O)N2CCCCC2)cc1NC(=O)CSCc1c(C)noc1C	-4	0	3	7	5	1	-4	14
SMILES	HKDC1 inhibitor	Gli-Sufu antag	SENP8 block	Apaf-1 inh	Jurkat NFkB inh	SENP7 block	UBC13 polyUb	697 NFkB inh
COc1ccc(-c2cc(C(=O)N(C)CC(=O)Nc3ccccc3Br)c3ccccc3n2)cc1OC	3	11	-1	7	20	5	12	44*
COc1ccc(CN(CC(=O)NCc2ccco2)C(=O)CNS(=O)(=O)c2ccc(C)cc2)cc1	7	-3	-1	0	12	3	2	17
COc1ccc(OC)c(NC(=S)NN2CCOCC2)c1	-5	-24	1	3	-5	-10	-8	-18
CCn1c(COc2cccc(C)c2)nc2ccccc21	-1	2	2	5	0	4	5	-1
CS(=O)(=O)Cc1cc(Sc2ccccc2)nc(-c2ccncc2)n1	-8	13	-1	8	6	3	7	-2
COc1cc(-c2nnc(Sc3ccc(C(F)(F)F)cc3[N+](=O)[O-])o2)cc(OC)c1OC	7	-6	8	-1	4	2	-1	24
CN(Cc1ccc(F)cc1)C(=O)c1ccc(NS(=O)(=O)c2ccc3[nH]c(=O)[nH]c3c2)cc1	-6	-8	15	-6	20	-2	2	24
CC(O)c1nc2ccccc2n1Cc1ccc([N+](=O)[O-])cc1 (stereo not given)	9	-5	2	-6	10	2	-11	12
Cc1nc(NS(=O)(=O)c2ccccc2)sc1NC(=O)OC(C)C	4	-6	1	-14	11	98*	-1	12
CC1CCCCN1C(=O)C(=O)c1cn(CC(=O)N2CCCC2)c2ccccc12 (stereo not given)	2	-4	-13	10	3	-15	-2	4
Cc1cc[n+](CC(=O)c2ccc(NC(=O)c3ccccc3)cc2)cc1	12	7	-6	2	4	6	6	-1
COc1ccc(Br)cc1C(=O)Nc1cccc(NC(=O)c2ccco2)c1	-1	1	1	-2	9	2	4	18
CC(=O)Nc1ccc(S(=O)(=O)Oc2cccc(/C=C3\SC(N)=NC3=O)c2)cc1	15	2	0	3	0	-4	-12	-2
CC(=O)N1CCc2c(sc(NC(=O)C3CC3)c2-c2nc3ccccc3s2)C1	7	5	26	72*	-19	26	-2	-15
O=C(CN1CCCc2ccccc21)N/N=C/c1c(O)ccc2ccccc12	-1	-2	-7	21	11	-7	-36	-39
Cc1[nH]c2ccccc2c1SCC(=O)NNC(=O)Nc1ccc(OC(F)(F)F)cc1	3	-7	-4	7	-18	6	-4	-4
Cc1ccc(S(=O)(=O)N(C)CC(=O)Nc2ccc(C)cn2)cc1	-5	-3	-6	7	-5	-8	7	-10
COc1ccc(C(=O)C2CCN(CC(=O)NCc3ccccc3)CC2)cc1	-5	-8	-3	10	-9	-11	-5	-17
CC(Sc1nncn1C)C(=O)Nc1ccc(Cl)cn1 (stereo not given)	-10	-8	-3	-3	9	0	-4	5
C/C(=N\NC(=O)c1ccccc1[N+](=O)[O-])c1c(O)cc(C)oc1=O	2	-1	3	-2	30	4	-2	-19
O=C(CSc1nnc(-c2cccs2)o1)NCC1CN(Cc2ccccc2)CCO1 (stereo not given)	-2	-2	-2	14	-13	-11	-8	0
CC1CCCC(NC(=O)COC(=O)c2ccccc2Sc2ccccc2C#N)C1C (stereo not given)	-12	3	-9	10	-4	-2	-5	-14
Cc1cc(=O)oc(C)c1C(=O)N1CCN(Cc2ccc3c(c2)OCO3)CC1	-8	-11	4	-13	13	6	4	15
NNC(=O)C1CC1c1ccccc1 (stereo not given)	-7	-4	4	0	-11	5	-7	3
COC(=O)c1cc(CSc2nnc(-c3ccccc3)c(-c3ccccc3)n2)oc1C	0	9	-6	23	1	6	-7	-3

Some of the entries so far, with two lines to a compound.
Below each compound: HKDC1 inhibitor, Gli-Sufu antag, SENP8 block, Apaf-1 inh, Jurkat NFkB inh, SENP7 block, UBC13 polyUb, 697 NFkB inh
> CC1CCCCN1C(=O)C(=O)c1cn(CC(=O)N2CCCC2)c2ccccc12 (stereo not given)
  2, -4, -13, 10, 3, -15, -2, 4
> Cc1cc[n+](CC(=O)c2ccc(NC(=O)c3ccccc3)cc2)cc1
  12, 7, -6, 2, 4, 6, 6, -1
> COc1ccc(Br)cc1C(=O)Nc1cccc(NC(=O)c2ccco2)c1
  -1, 1, 1, -2, 9, 2, 4, 18
> CC(=O)Nc1ccc(S(=O)(=O)Oc2cccc(/C=C3\SC(N)=NC3=O)c2)cc1
  15, 2, 0, 3, 0, -4, -12, -2
> CC(=O)N1CCc2c(sc(NC(=O)C3CC3)c2-c2nc3ccccc3s2)C1
  7, 5, 26, 72*, -19, 26, -2, -15
> O=C(CN1CCCc2ccccc21)N/N=C/c1c(O)ccc2ccccc12
  -1, -2, -7, 21, 11, -7, -36, -39
> Cc1[nH]c2ccccc2c1SCC(=O)NNC(=O)Nc1ccc(OC(F)(F)F)cc1
  3, -7, -4, 7, -18, 6, -4, -4
> Cc1ccc(S(=O)(=O)N(C)CC(=O)Nc2ccc(C)cn2)cc1
  -5, -3, -6, 7, -5, -8, 7, -10
> COc1ccc(C(=O)C2CCN(CC(=O)NCc3ccccc3)CC2)cc1
  -5, -8, -3, 10, -9, -11, -5, -17
> CC(Sc1nncn1C)C(=O)Nc1ccc(Cl)cn1 (stereo not given)
  -10, -8, -3, -3, 9, 0, -4, 5
> C/C(=N\NC(=O)c1ccccc1[N+](=O)[O-])c1c(O)cc(C)oc1=O
  2, -1, 3, -2, 30, 4, -2, -19
> O=C(CSc1nnc(-c2cccs2)o1)NCC1CN(Cc2ccccc2)CCO1 (stereo not given)
  -2, -2, -2, 14, -13, -11, -8, 0
> CC1CCCC(NC(=O)COC(=O)c2ccccc2Sc2ccccc2C#N)C1C (stereo not given)
  -12, 3, -9, 10, -4, -2, -5, -14
> Cc1cc(=O)oc(C)c1C(=O)N1CCN(Cc2ccc3c(c2)OCO3)CC1
  -8, -11, 4, -13, 13, 6, 4, 15
> NNC(=O)C1CC1c1ccccc1 (stereo not given)
  -7, -4, 4, 0, -11, 5, -7, 3
> COC(=O)c1cc(CSc2nnc(-c3ccccc3)c(-c3ccccc3)n2)oc1C
  0, 9, -6, 23, 1, 6, -7, -3

Quoted at random: 2 compounds from above.
SMILES	HKDC1 inhibitor	Gli-Sufu antag	SENP8 block	Apaf-1 inh	Jurkat NFkB inh	SENP7 block	UBC13 polyUb	697 NFkB inh
COC(=O)c1cc(CSc2nnc(-c3ccccc3)c(-c3ccccc3)n2)oc1C	0	9	-6	23	1	6	-7	-3
COc1cc(-c2nnc(Sc3ccc(C(F)(F)F)cc3[N+](=O)[O-])o2)cc(OC)c1OC	7	-6	8	-1	4	2	-1	24

Next results follow:
SMILES	HKDC1 inhibitor	Gli-Sufu antag	SENP8 block	Apaf-1 inh	Jurkat NFkB inh	SENP7 block	UBC13 polyUb	697 NFkB inh
O=C(CCC(=O)NNC(=O)Cc1ccccc1)NCc1ccccc1	-2	-15	-1	-13	7	-1	1	27
O=C(/C=C/c1cccc([N+](=O)[O-])c1)NCCSCc1c(Cl)cccc1Cl	-4	1	-3	8	3	1	3	8
CCc1nnc(NS(=O)(=O)c2ccc(N/C=C\C(=O)c3cccc(OC)c3)cc2)s1	7	7	18	13	8	0	-5	13
COc1ccc(C(=O)Nc2cccnc2)cc1C(=O)Nc1cccnc1	-3	-10	7	-5	11	4	3	-8
CNC(=O)c1sc(SC)cc1-c1ccc(Cl)cc1	-1	-5	7	-9	4	-3	0	26
CCOC(=O)c1cc(-c2ccc(N)cc2)sc1N	0	-22	1	-10	-73	-5	-2	-93
Cc1ccc(NC(=O)Nc2ccno2)cc1	-18	-3	-4	6	-7	-11	4	-19
COC(C[C@H]1O[C@H]1C(=O)[C@H](C)OCc1ccccc1)OC	-3	-15	-9	-4	-1	-6	-3	8
COc1ccc(Nc2cc(C)c3c(O)cccc3n2)cc1	8	-2	-8	22	-62	0	12	-49
Cc1cc(NC(=O)COC(=O)COc2ccc3c4c(c(=O)oc3c2)CCC4)no1	4	-15	2	-4	-6	-3	-2	14
Cc1cc(C)n2c(SCCN3C(=O)c4ccccc4C3=O)nnc2n1	-5	-7	3	-1	9	-1	7	22
Cc1ncoc1C(=O)Nc1ccccc1-c1ccccc1	-12	7	-3	-9	11	8	6	23
